V1aR counter: activates human V1a receptor in oxytocin agonist counter-screen. CHO-V1R cells, Fluo-8 calcium fluorescence, agonist mode; 0% DMSO, 100% 3 nM vasopressin. activation, % at 3 µM. P37288. 320,000 tested, 0.25% active;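 active = activation above the mean activation of all tested compounds plus 3 SD, per screening run, cut at about 20% in these data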;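 note: signal is peak over basal fluorescence ratio across a 100 second FLIPR read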
Target sequence (P37288 whole entry, looked up): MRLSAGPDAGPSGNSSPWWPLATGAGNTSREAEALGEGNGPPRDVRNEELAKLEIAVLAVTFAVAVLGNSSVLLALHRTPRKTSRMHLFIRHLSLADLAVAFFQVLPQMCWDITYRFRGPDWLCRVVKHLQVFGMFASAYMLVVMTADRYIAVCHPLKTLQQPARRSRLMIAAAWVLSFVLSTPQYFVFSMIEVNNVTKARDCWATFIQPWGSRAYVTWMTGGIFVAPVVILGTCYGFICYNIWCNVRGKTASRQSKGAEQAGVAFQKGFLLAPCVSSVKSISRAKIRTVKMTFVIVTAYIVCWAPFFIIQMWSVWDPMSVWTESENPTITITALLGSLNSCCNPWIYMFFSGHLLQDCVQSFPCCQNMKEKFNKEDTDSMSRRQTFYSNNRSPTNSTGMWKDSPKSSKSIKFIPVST
GalR3 antagonist: antagonists of human GalR3. O60755. HEK293 GalR3-CNG cAMP membrane potential fluorescence; galR3 body fused to GalR1 C-terminus. inhibition, % at 3 µM. 360,000 tested, 0.44% active;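 active = inhibition above the screen-wide average plus 3 SD, cut at about 13% in these data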;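 note: forskolin and galanin both at EC90 stimulate the cells; cAMP rise reported by CNG channel membrane potential dye signal; 0% = forskolin plus galanin with DMSO and 100% = forskolin alone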
OXTR ag: agonists of human oxytocin receptor; P30559; CHO-OTR cells, Fluo-8 calcium fluorescence; normalized: DMSO 0%, oxytocin 100%; activation, % at 3 µM; 320,000 tested, 0.32% active;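 active = activation above the mean of all tested compounds plus 3 SD, cutoff set per screening run, cut at about 20% in these data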;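 note: peak over basal fluorescence ratio from a 100 s FLIPR kinetic read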
Target sequence (P30559 whole entry, looked up): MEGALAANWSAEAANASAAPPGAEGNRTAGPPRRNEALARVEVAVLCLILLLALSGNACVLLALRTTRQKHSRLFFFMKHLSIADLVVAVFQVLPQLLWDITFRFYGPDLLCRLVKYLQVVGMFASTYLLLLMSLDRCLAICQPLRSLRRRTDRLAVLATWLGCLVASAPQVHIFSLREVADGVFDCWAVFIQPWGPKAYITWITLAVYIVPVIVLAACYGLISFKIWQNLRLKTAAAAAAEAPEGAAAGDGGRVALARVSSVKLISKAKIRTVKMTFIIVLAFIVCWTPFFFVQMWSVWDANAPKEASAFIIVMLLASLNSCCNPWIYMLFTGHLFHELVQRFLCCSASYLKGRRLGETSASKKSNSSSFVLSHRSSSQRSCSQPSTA
Active calls of the source: *. These rows are one share of the data. The share of hits here may be higher or lower than overall.

Compound	V1aR counter	GalR3 antagonist	OXTR ag
COc1ccc(NC(=O)COC(=O)c2cccn2C)cc1S(=O)(=O)N1CCCCC1	3.7	-5.5	5.0
Cn1cccc1C(=O)NNC(=O)c1ccccc1Br	0.1	1.8	-0.3
O=C(c1ccc(NS(=O)(=O)c2ccccc2)cc1)N1CCN(c2ccccc2)CC1	3.4	-4.3	4.7
CCOc1cc(/C=N/NC(=O)c2cc(-c3cccc(OC)c3)nc3ccccc23)ccc1O	0.6	-2.8	-2.4
Cc1c(Cl)cnc(NC(=O)COC(=O)CNC(=O)c2ccccc2)c1Cl	0.6	0.8	-0.7
O=c1cc(-c2ccccc2)c2ccc(O)cc2o1	1.2	-2.3	-0.5
CC1=NN(C)C(=O)C1Cc1c(F)cccc1Cl (stereo not drawn)	0.1	-5.6	-1.1
Cc1cc[n+](Cc2ccccc2)c(N)c1	1.4	0.4	0.9
COc1ccc(-c2ccc3nnc(SCC(=O)NCC4CCCO4)n3n2)cc1 (stereo not drawn)	-0.9	-1.5	-1.4
CCCCNc1c(-c2cccc(-c3ccc(OC)cc3)c2)nc2cc(C)ccn12	-0.3	-7.5	-1.4
COc1ccc(Cl)cc1NC(=O)CN(C)CC(=O)N1CC(=O)Nc2ccccc21	1.8	4.8	1.0
COC(=O)c1ccc(CNC(=O)c2ccc(S(=O)(=O)N3CCCCCC3)cc2)cc1	1.0	4.6	0.1
CCOc1ccc(C(=O)COC(=O)C2COc3ccccc3O2)cc1 (stereo not drawn)	3.5	-4.1	1.0
CCCCC1CCC(C(=O)N(CCOC)c2c(N)n(CCCC)c(=O)[nH]c2=O)CC1 (stereo not drawn)	-0.5	-3.9	-0.2
CN(CC(=O)Nc1cccc(F)c1)C(=O)c1cc([N+](=O)[O-])ccc1N1CCOCC1	0.2	-3.8	-0.7
O=C(OCc1nnc(-c2ccccc2)o1)c1ccc(Br)o1	0.2	-3.2	0.9
COc1ccc(NC(=O)CN(C)CC(=O)NCc2ccc(C)cc2)cc1	-0.5	-4.7	-0.6
CCOC(=O)CCCCCC(=O)Nc1ccc2c(c1)C(=O)N([C@H](C)CO)C[C@@H](C)[C@H](CN(C)S(=O)(=O)c1cn(C)cn1)O2	1.6	-2.8	1.9
CN(C(=O)COC(=O)COc1ccc2ccccc2c1)c1c(N)n(Cc2ccccc2)c(=O)[nH]c1=O	-0.7	-0.1	0.4
COc1ccccc1N1CCN(S(=O)(=O)CCNC(=O)C2CC2)CC1	-1.1	-1.9	-1.4
CC1CCC(NC(=O)CSc2nnnn2C)CC1 (stereo not drawn)	1.6	0.8	0.8
CC(C)(C)c1ccc(OCCC(=O)OCC(=O)NC2CC2)cc1	12.1	-4.3	11.8
CC(C)Cc1nnc(NC(=O)C2CC(=O)N(c3ccc4c(c3)OCCO4)C2)s1 (stereo not drawn)	1.0	-6.6	1.4
CCCCCN(C(=O)CCC(=O)OCc1cc(C(C)=O)ccc1OC)c1c(N)n(CCCC)c(=O)[nH]c1=O	0.1	1.9	-0.8
c1ccc(-c2sc3ccccc3c2-c2ccc(OCCN3CCCC3)cc2)cc1	3.1	2.2	5.8
O=C(Cc1ccccc1)Nc1cccc(S(=O)(=O)N2CCCCCC2)c1	8.2	-1.3	7.1
CC(=O)OC[C@H]1O[C@@H](Oc2cc(O)cc3oc(-c4ccc(O)cc4)cc(=O)c23)[C@H](O[C@@H]2O[C@@H](C)[C@H](O)[C@@H](O)[C@H]2O)[C@@H](O)[C@@H]1O	0.2	0.6	1.3
O=C(NCC(c1ccco1)N1CCc2ccccc21)c1cccc([N+](=O)[O-])c1 (stereo not drawn)	-1.9	0.4	-2.0
Cc1cccc(OCC(=O)N(Cc2ccco2)c2c(N)n(Cc3ccccc3)c(=O)[nH]c2=O)c1	7.4	3.8	-0.1
COCCN(C(=O)COC(=O)c1cc2ccccc2cc1O)c1c(N)n(Cc2ccccc2)c(=O)[nH]c1=O	0.7	-5.8	-0.5
COc1ccc(NC(=O)CCC(=O)c2ccc(Cl)cc2)cn1	1.0	1.1	-0.6
O=C(COC(=O)c1cc[n+]([O-])cc1)Nc1ccc(Cl)c(C(F)(F)F)c1	9.1	-3.6	11.6
O=C(COC(=O)c1ccccc1NCCO)NNC(=O)c1cccs1	0.2	1.6	0.5
C[C@H](CO)N1C[C@H](C)[C@@H](CN(C)C(=O)Nc2ccccc2)Oc2c(NC(=O)Nc3ccc4c(c3)OCO4)cccc2C1=O	0.5	1.2	0.7
CN1CCN(C(=O)c2ccccc2NS(=O)(=O)c2ccc(F)cc2)CC1	0.2	0.1	-0.1
Cc1ccc(Cl)cc1NC(=O)COC(=O)CCN1C(=O)C2CC=CCC2C1=O (stereo not drawn)	0.5	-0.9	2.1
Cc1c(NC(=O)CSc2nncn2-c2ccccc2)c(=O)n(-c2ccccc2)n1C	1.2	0.4	4.5
O=C(CNC(=O)c1ccc(OC(F)F)cc1)NCc1ccccn1	0.1	-1.4	-0.2
COc1cc(/C=C/C(=O)OCC(=O)NC(=O)NCc2ccco2)ccc1OC(F)F	0.3	-2.5	0.6
CC1Cc2ccccc2N1C(=O)COC(=O)CSc1ccc(F)cc1 (stereo not drawn)	-0.2	0.2	0.6
COC(=O)C1CCN(C(=O)COC(=O)c2ccc3[nH]c4c(c3c2)CCCC4)CC1	2.5	2.2	-0.2
CN(CC(=O)Nc1ccccc1Cl)C(=O)COc1cccc2c1OC(C)(C)C2	0.0	2.1	-1.1
C[C@H](NC(=O)c1nc[nH]c1C(=O)N1CCN(C(=O)OC(C)(C)C)CC1)C(=O)OC(C)(C)C	0.1	-5.2	-0.3
CC(C)(C)OC(=O)C[C@@H]1C/C=C\C[C@H](CC(=O)N[C@H](CO)Cc2ccccc2)C(=O)N[C@@H](Cc2c[nH]c3ccccc23)COC1=O	0.4	-3.3	0.0
COc1ccccc1NS(=O)(=O)c1cc(C(=O)NCC(c2cccs2)N2CCOCC2)ccc1C (stereo not drawn)	0.0	-2.8	0.1
Cc1c(NC(=O)c2ccc(S(=O)(=O)N3CCOCC3)cc2)cccc1[N+](=O)[O-]	1.7	-4.8	1.5
COc1cccc(CNC(=O)C(=O)NCCC2CCCCN2S(=O)(=O)c2cccs2)c1 (stereo not drawn)	-0.2	-5.8	-1.8
CCCn1c(SCC(=O)N(C2CCCCC2)C2CCS(=O)(=O)C2)n[nH]c1=O (stereo not drawn)	-0.1	-2.2	0.7
CON(C)S(=O)(=O)c1cccc(C(=O)N(CC(=O)Nc2ccccc2C(F)(F)F)Cc2ccco2)c1	-0.3	1.7	0.4
Cc1nc(Cc2nnc(SCC(=O)N3CC(=O)Nc4ccccc43)o2)cs1	1.5	-1.6	0.2
Cc1ccccc1C(=O)NNC(=O)C1CC(=O)N(Cc2ccccc2)C1 (stereo not drawn)	1.4	-3.9	1.1
C=CCC[C@@H](Cc1ccc(F)cc1)C(=O)OC[C@@H](NC(=O)[C@H](CC=C)CC(=O)NCCO)C(C)(C)C	-0.3	-1.6	-0.8
CC1(C)Cc2cccc(OCC(=O)Nc3ccccc3F)c2O1	-1.4	-1.1	-2.5
O=S(=O)(c1c(F)cccc1F)C1CCN(S(=O)(=O)c2ccc3c(c2)OCCO3)CC1	1.0	-1.1	0.6
Cn1c(C=O)c(C#CC(C)(C)O)c2ccccc21	-1.2	-6.4	-1.5
COc1cc(C(=O)NCC(c2cccs2)N2CCc3ccccc32)cc(OC)c1OC (stereo not drawn)	-1.3	0.4	-1.8

The list continues:
Compound	V1aR counter	GalR3 antagonist	OXTR ag
NC(=O)C1CCN(c2nc(-c3ccc4occc(=O)c4c3)cs2)CC1	2.0	0.2	-0.1
O=C(OCC(=O)N1N=C(c2ccc(Cl)cc2)CC1c1ccco1)c1cccnc1 (stereo not drawn)	1.0	-1.7	-0.4
COc1ccccc1C(=O)NNC(=O)c1csc(N2CCOCC2)n1	0.3	-1.6	-0.8
CCOc1ccc(S(=O)(=O)NCCC(=O)NCc2ccccn2)cc1	-0.3	-2.2	-1.2
O=C(COC(=O)c1ccc(Br)o1)Nc1ccc2c(c1)OCCO2	-0.1	-1.8	-0.3
CCCCn1c(N)c(N(CCOC)C(=O)c2nn(CC)c(=O)c3ccccc23)c(=O)[nH]c1=O	1.0	-2.9	0.1
CC1CCC(NC(=O)COC(=O)C2=NN(c3ccccc3)C(=O)CC2)CC1 (stereo not drawn)	0.2	-5.5	-0.9
Cn1nc(C(=O)NCC(c2cccs2)N2CCOCC2)c2ccccc2c1=O (stereo not drawn)	-0.2	-3.6	-0.2
Cc1cc(NC(=O)CSCC(=O)Nc2nc3ccccc3s2)no1	0.7	-4.1	0.0
Cc1ccc2c(CC(=O)NNC(=O)c3ccccc3O)coc2c1	0.7	-2.7	0.7
CCNC(=S)N1CCN(S(=O)(=O)c2ccc(Cl)s2)CC1	2.7	-2.9	6.2
Cn1nnnc1Sc1ncnc2scc(-c3ccsc3)c12	-0.5	-5.9	-0.4
CCn1nc(C(=O)Nc2nc(-c3ccccn3)cs2)c2ccccc2c1=O	0.3	-2.4	-1.0
CNC(C)C(=O)NC(C(=O)N1CCCC1C(=O)NC1CCCc2ccccc21)C(C)C (stereo not drawn)	-0.1	-2.5	-0.4
COc1ccc(S(=O)(=O)N2CCc3ccccc32)cc1C(=O)N(CC(C)C)C1CCS(=O)(=O)C1 (stereo not drawn)	-1.5	-5.3	-1.4
COc1ccc(OC)c(S(=O)(=O)NCC(c2ccc(F)cc2)N2CCN(C)CC2)c1 (stereo not drawn)	-0.7	-5.1	1.0
N#Cc1ccc(NC(=S)NC(=O)C2CCCCC2)cc1	-1.6	-2.4	-1.9
COc1ccc(CNC(=O)COC(=O)c2ccc(F)c(S(=O)(=O)N3CCOCC3)c2)cc1	2.8	-2.1	2.7
CC(C)(C)NC(=O)CN1CCCN(C(=O)c2cccc(S(=O)(=O)N3CCc4ccccc43)c2)CC1	1.0	-4.1	-0.7
Cc1ccc(NC(=O)COC(=O)CCn2c(C)csc2=O)cc1S(=O)(=O)N1CCOCC1	0.5	-4.9	0.2
CCN(C(=O)COC(=O)c1ccc(OC)c(S(=O)(=O)N(C)Cc2ccccc2)c1)C1CCS(=O)(=O)C1 (stereo not drawn)	0.9	-1.0	2.4
CCOC(=O)C(Cc1ccc(NC(C)=O)cc1)N1C(=O)c2ccccc2C1=O (stereo not drawn)	7.8	-3.2	4.3
O=C(Nc1ccc(Cl)c(Cl)c1)C1CCN(C(=O)c2ccco2)CC1	9.5	-5.3	8.1
Cc1ccc(C(=O)NC2CC2)cc1S(=O)(=O)N1CCOCC1	0.0	-7.2	0.1
O=S(=O)(c1ccccc1F)N1CCN(c2nc(-c3cccnc3)nc3ccccc23)CC1	0.9	-1.5	-0.9
CCN(CC(=O)Nc1cc(Cl)ccc1C)C(=O)c1nc2nc(C)cc(C)n2n1	0.0	-3.0	-0.2
CC(NC(=O)c1ccco1)C(=O)N1CCN(S(=O)(=O)c2ccccc2C#N)CC1 (stereo not drawn)	-0.6	-2.6	0.3
Cc1ccc(S(=O)(=O)N2CCN(C(=O)COC(=O)/C=C/c3ccc(F)cc3)CC2)c(C)c1	1.6	-3.1	0.1
CN(c1ccccc1)c1ncccn1	0.2	3.0	-0.3
CNC(=O)c1c(NC(=O)CCS(=O)(=O)c2ccccc2)sc(C)c1C	-0.2	-2.2	-0.8
CSCC[C@H](NC(=O)c1cccc(S(=O)(=O)N2CCN(C)CC2)c1)c1nc2ccccc2[nH]1	-0.2	-3.8	-0.1
COc1cccc(NC(=O)CN(C)C(=O)CN2C(=O)c3ccc([N+](=O)[O-])cc3C2=O)c1	0.4	-4.5	0.6

As entered above:
CN(c1ccccc1)c1ncccn1 in OXTR ag: -0.3
CSCC[C@H](NC(=O)c1cccc(S(=O)(=O)N2CCN(C)CC2)c1)c1nc2ccccc2[nH]1 in OXTR ag: -0.1
CC(NC(=O)c1ccco1)C(=O)N1CCN(S(=O)(=O)c2ccccc2C#N)CC1 (stereo not drawn) in GalR3 antagonist: -2.6
CCN(CC(=O)Nc1cc(Cl)ccc1C)C(=O)c1nc2nc(C)cc(C)n2n1 in V1aR counter: 0.0

Record cards, as listed above. Order of screens: V1aR counter | GalR3 antagonist | OXTR ag
C[C@H](NC(=O)c1nc[nH]c1C(=O)N1CCN(C(=O)OC(C)(C)C)CC1)C(=O)OC(C)(C)C is listed as 0.1 | -5.2 | -0.3
CC(NC(=O)c1ccco1)C(=O)N1CCN(S(=O)(=O)c2ccccc2C#N)CC1 (stereo not drawn) is listed as -0.6 | -2.6 | 0.3

(cont.)
Compound	V1aR counter	GalR3 antagonist	OXTR ag
CC[C@@H](CC1CCCCC1)C(=O)N(Cc1ccccc1)c1ccccc1	0.1	-3.7	-1.2
CCc1ccc(N2CC(C(=O)OCc3csc(CC(=O)Nc4ccccc4C)n3)CC2=O)cc1 (stereo not drawn)	1.5	-3.6	1.0
Cc1ccsc1CNc1ncnc2ccc(-c3c(C)noc3C)cc12	4.9	-2.4	3.4
CC1CCCCC1NC(=O)COC(=O)c1ccc2c(c1)NC(=O)CS2 (stereo not drawn)	1.8	-3.3	1.3
C[C@H]1CN([C@@H](C)CO)C(=O)c2cccc(NC(=O)Nc3ccc(C(F)(F)F)cc3)c2O[C@@H]1CN(C)C(=O)Nc1ccc(F)cc1	5.5	-7.0	6.3
COC(=O)c1ccccc1NC(=O)CN1C(=O)NC2(CCCCCCC2)C1=O	1.7	-5.5	-1.1
